Screening data: PubChem, National Center for Advancing Translational Sciences (NCATS)
ATXN viability: viability counter-screen for ATXN expression inhibitors; S2 cells (HEK-293 line with an ATXN2-luciferase reporter) viability, CellTiter-Fluor protease fluorescence, 24 h; Potency, µM (titrated, usually from 56.7 µM), hits mostly cytotoxic; 400,000 tested, 0.49% active; AID 651635; also: potency is read from the fitted curve at half-maximal effect; nearly all actives have a fitted effect of over 40% in size
Nrf2 block: inhibitors of Nrf2 signaling. A549 ARE-Fluc reporter, luciferase luminescence, 18-24 h. 360,000 tested, 2.1% active. Potency, µM (doses to about 46 µM), without a hit: at the highest dose activity change, negative = inhibition, actives largely listed as inhibitors; also: potency is read from the fitted curve at half-maximal effect; % is scaled to controls: 0 for no effect and ±100 for the full control effect; nearly all actives have a fitted effect of over 60% in size
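Quantitative HTS in A549 cells stably bearing an antioxidant response element-firefly luciferase construct. Inhibition of Nrf2-driven transcription was scored by luminescence after 18-24 h of compound exposure at 37 °C.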
EPAC2 agonist: EPAC2 (human) agonism; EPAC2 activation, biochemical qHTS; response scale: 100% = 6.5 mM cAMP response; Potency, µM (highest dose often 154 µM), without a hit: at the highest dose activation, most hits filed as activators; 360,000 tested, 0.079% active; AID 720711; also: potency is read from the fitted curve at half-maximal effect; nearly all actives have a fitted effect of over 50% in size
Target sequence (Q8WZA2 whole entry, looked up): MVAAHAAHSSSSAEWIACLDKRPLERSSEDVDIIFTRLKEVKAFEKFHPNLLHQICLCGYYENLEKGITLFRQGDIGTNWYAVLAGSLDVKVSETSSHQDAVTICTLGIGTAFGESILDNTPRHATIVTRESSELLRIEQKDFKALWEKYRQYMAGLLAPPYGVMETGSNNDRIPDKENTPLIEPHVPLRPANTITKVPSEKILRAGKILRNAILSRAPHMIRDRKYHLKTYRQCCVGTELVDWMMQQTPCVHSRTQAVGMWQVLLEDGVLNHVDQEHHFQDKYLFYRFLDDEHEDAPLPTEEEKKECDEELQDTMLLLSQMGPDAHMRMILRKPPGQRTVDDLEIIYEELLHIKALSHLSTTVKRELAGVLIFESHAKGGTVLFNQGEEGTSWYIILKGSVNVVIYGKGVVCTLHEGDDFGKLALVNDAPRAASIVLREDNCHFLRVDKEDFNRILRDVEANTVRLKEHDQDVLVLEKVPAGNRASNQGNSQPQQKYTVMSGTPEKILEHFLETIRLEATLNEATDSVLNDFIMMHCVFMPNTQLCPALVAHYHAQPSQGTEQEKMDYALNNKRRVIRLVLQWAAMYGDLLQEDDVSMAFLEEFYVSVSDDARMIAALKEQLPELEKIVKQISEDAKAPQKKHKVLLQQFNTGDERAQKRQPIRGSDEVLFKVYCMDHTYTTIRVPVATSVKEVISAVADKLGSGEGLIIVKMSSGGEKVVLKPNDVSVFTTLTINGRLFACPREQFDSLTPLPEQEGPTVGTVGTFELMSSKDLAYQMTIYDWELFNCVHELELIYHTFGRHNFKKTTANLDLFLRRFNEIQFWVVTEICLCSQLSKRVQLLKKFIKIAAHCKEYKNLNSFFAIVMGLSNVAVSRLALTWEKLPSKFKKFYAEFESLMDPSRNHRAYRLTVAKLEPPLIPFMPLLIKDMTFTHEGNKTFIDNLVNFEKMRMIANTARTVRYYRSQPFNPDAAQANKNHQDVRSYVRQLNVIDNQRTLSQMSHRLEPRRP
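Fluorescence exchange assay: 100 nM EPAC2 with 250 nM RAP1B-BODIPY-GDP and 50 uM GDP; compounds tested as a concentration-titration series (qHTS). Loss of Rap1-bound BODIPY-GDP fluorescence read at 480/540 nm; data normalized to 6.5 mM cAMP.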
IL2 activator: activates IL-2 in a cell-based reporter assay; IL-2 activation reporter assay, cell-based qHTS; stimulated with anti-CD3/CD4/CD28 beads; in transgenic mouse T cells; activation, % (series mostly up to about 46 µM); 360,000 tested, 0.065% active; in the data active = activation above about 50%; inconclusive = mostly about 30% to 49%; also: 0% is about no effect
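Unstimulated transgenic mouse T cells preincubated 60 min with compound, then stimulated with anti-CD3/anti-CD4-coated beads plus anti-CD28 for 18 h at 37 degrees C. IL-2 response read as EGFP and DsRed fluorescence by plate cytometry.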
Nrf2 ARE act: activators of Nrf2 (ARE) signaling | AREc32 ARE-luciferase reporter (MCF7-derived line), luminescence, 24 h | Potency, µM (top dose mostly 46.1 µM), without a hit: top-dose activation, hits mostly activators | 410,000 tested, 0.31% active; also: potency is read from the fitted curve at half-maximal effect; % of control where 0% means no effect; nearly all actives have a fitted effect of over 65% in size
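ARE activation measured as luciferase luminescence (Steady-Glo, 30 min RT) in AREc32_Fluc cells after 24 hr compound exposure at 37 deg C, 5% CO2; cells seeded overnight at 1000/well in OPTI-MEM, 5% FBS.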
HepG2 viability: kills HepG2 cells in TGF-b inhibitor counter-screen | 410,000 tested, 0.76% active | AID 588856 | Potency, µM (doses to about 46.1 µM), for the others: at the top dose activity change, negative = cytotoxicity, hits mostly cytotoxic | HepG2 CAGA-GFP viability, ATP luminescence, 18 h; also: potency is read from the fitted curve at half-maximal effect; some results filed as inactive show a strong effect at the top dose
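HepG2 CAGA-GFP cells (1000/well, DMEM with 1% FBS) received compound, then TGF-beta at 500 pg/mL final, and were incubated 18 hours at 37 degrees C. Viability was read by CellTiter-Glo luminescence. Media-only wells were set as complete cell-killing and DMSO as no toxicity.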
TGFb SMAD3 inh: TGF-b pathway inhibition; HepG2 CAGA-GFP TGF-b/SMAD3 reporter, GFP fluorescence, 18 h; TGF-beta stimulated, 500 pg/mL final; Potency, µM (top dose mostly 46.1 µM), for inactives: top-dose activity, negative = inhibition, hits mostly inhibitors; 410,000 tested, 1.2% active; AID 588855; also: potency is read from the fitted curve at half-maximal effect; % is scaled to controls: 0 for no effect and ±100 for the full control effect; nearly all actives have a fitted effect of over 65% in size
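Read-out: total well GFP (ex488/em500-530) summed from mean per-cell fluorescence. Cells: HEPG2 CAGA-GFP, 1% FBS DMEM, 18 h at 37 degrees C with 500 pg/mL final TGF-beta. Unstimulated wells served as the full-inhibition control; stimulated DMSO wells = 0%.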
A549 tox: kills or reduces viability of A549 cells in Nrf2 counter-screen | Potency, µM (highest dose often 46 µM), for inactives: at the highest dose activity change, negative = cytotoxicity, hits mostly inhibitors | A549 ARE-Fluc cells, CellTiter-Fluor viability, 18-24 h | 390,000 tested, 0.16% active; also: potency is read from the fitted curve at half-maximal effect; % is scaled to controls: 0 for no effect and ±100 for the full control effect
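Cytotoxicity counterscreen: CellTiter-Fluor fluorescence was measured in A549 ARE_Fluc cells after 18-24 h of compound exposure in a concentration series. The subsequent BugLite luminescent read reports ARE-luciferase activity.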
ATXN2 expr inh: reduces ATXN2 reporter expression in HEK-293 cells. 360,000 tested, 0.72% active. HEK-293 ATXN2-luciferase reporter, luminescence, 24 h. Potency, µM (highest dose often 57 µM), for inactives: at the highest dose activity change, negative = inhibition, actives largely listed as inhibitors; also: potency is read from the fitted curve at half-maximal effect; % is scaled to controls: 0 for no effect and ±100 for the full control effect; nearly all actives have a fitted effect of over 55% in size
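qHTS (up to 57 uM final) was run with 24 h compound exposure of reporter cells at 37 °C. Each well was multiplexed: SteadyGlo luminescence measured ATXN2-luciferase expression after a fluorogenic Gly-Phe-AFC viability readout (25 uM final).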
The depositor's hits bear a star; i = inactive; ? = inconclusive; nt = no result given; [ ] = dose if it differs, or a comment. Unless noted, calls follow the shape of the dose curve; as a rule, active = well fitted curve in the direction sought with a large enough effect; inconclusive = small, poorly fitted or top-dose-only effect, or another doubt; inactive = no such curve, though single readings can be large; an effect the other way counts as inactive or inconclusive.

SMILES	ATXN viability	Nrf2 block	EPAC2 agonist	IL2 activator	Nrf2 ARE act	HepG2 viability	TGFb SMAD3 inh	A549 tox	ATXN2 expr inh
CC(=O)Nc1cc(-c2ccccc2N(C)C)cn2c(-c3cccc(C(F)(F)F)c3)cnc12	i	nt	-19%	-0.2	0.1%	-86%	?	nt	-8%
CCc1ccc(NC(=O)CN(c2ccc3c(c2)OCO3)S(=O)(=O)c2c(C)noc2C)cc1	i	4%	-4%	-3.7	-2.4%	0%	-2%	5%	-13%
CCC1=C2CC[C@H]3C(=O)N(CC(=O)OC)C(=O)[C@H]3[C@H]2[C@@]2(C)C(=NCC(=O)OC)OC(=O)N2C1=O	i	-13%	7%	-0.4	0.2%	0%	13%	-2%	6%
FC(F)(F)c1cccc(NC(=S)NCc2ccccn2)c1	i	11%	0%	-3.3	4.3%	4%	4%	11%	5%
CCCC(=O)Nn1cnc2c(c1=O)C1(CCCCC1)Cc1ccccc1-2	i	-18%	1%	-1.7	-0.1%	-11%	-8%	-3%	-4%
Fc1ccc(C(NCCc2ccc(Cl)cc2)c2nnc(-c3ccccc3Cl)o2)cc1 (stereo not given)	?	-17%	nt	nt	9.0%	-20%	-24%	0%	-3%
CSCc1cc(N(C)c2ccccc2)nc(-c2ccccn2)n1	?	-9%	-2%	-4.9	0.0%	2%	0%	11%	nt
S=C(c1ccc(Br)cc1)N1CCN(Cc2ccccc2)CC1	i	-13%	10%	-1.9	-0.5%	2%	-20%	-2%	-2%
O=C(CCSc1ccc(Cl)cc1)N1CCCCCC1	?	?	0%[15.6 µM]	-0.7	3.5%	12%	15%	-1%	50%[activator]
Cc1cc(Cl)ccc1NC(=O)CN(c1ccccc1Br)S(C)(=O)=O	i	-5%	nt	nt	0.5%	-47%	5%	-7%	12%
CC1CCCC(C)N1C(=O)COC(=O)CNC(=O)c1sc2ccccc2c1Cl (stereo not given)	i	14%	5%	1.5	0.1%	4%	-4%	2%	3%
Cc1cc2c(=O)n(CC(=O)NCC(=O)N3CCN(Cc4ccccc4)CC3)cnc2s1	i	-6%	8%	0.1	1.6%	-18%	-18%	10%	-6%
CCn1c(C(=O)OC)cc2c1ccn2-c1ccc(F)cc1	i	?	16%	-0.4	3.3%	13µM*	11%	11%	61%[activator]
O=C(C1COc2cc(S(=O)(=O)Nc3ccc(Cl)cc3)ccc2O1)N1CCCC1 (stereo not given)	i	26µM*	nt	nt	-0.1%	-18%	?	-5%	-14%
OC(COc1ccccc1)CN1CCC(Cc2ccccc2)CC1 (stereo not given)	i	12%	6%	0.7	1.9%	-17%	-7%	?	-13%
COc1ccc(CC(=O)NCc2ccc(Cl)cc2)cc1S(=O)(=O)N1CCOCC1	?	-17%	3%	-0.2	-0.4%	0%	?	2%	-9%
O=C(O)CNC(=S)N(Cc1ccccc1Cl)C1CCCCC1	i	1%	-2%	-1.2	-0.3%	6%	0%	1%	3%
CN(C)S(=O)(=O)c1cc(NC(=O)CN2CCCc3ccccc32)ccc1Cl	i	?	22%	0.0	2.7%	4%	-25%	-6%	2%
O=C(/C=C/c1ccco1)Nc1ccc2nn(-c3ccccc3)nc2c1	i	-25%	-7%	-0.1	?	-22%	?	?	4%
CCOc1ccc2nc(NCCCNS(=O)(=O)c3ccc(F)cc3)c(C#N)cc2c1	nt	-28%	11%	-2.3	3.2%	-13%	-16%	1%	-4%
Cc1ccsc1C(=O)Nc1ccc(C(=O)O)cc1	i	15%	7%	-0.6	0.1%	6%	-1%	11%	4%
O=C(NC(Cc1ccccc1)C(=O)O)/C(=C\c1ccccc1)NC(=O)c1ccco1 (stereo not given)	?	-4%	3%	2.1	-0.7%	-4%	-1%	4%	-23%
COc1ccc(-c2cnc(C(O)c3ccccc3)[nH]2)cc1 (stereo not given)	i	nt	4%	0.2	3.9%	-4%	-11%	nt	122%[activator]
O=C(NC(=O)c1ccccc1O)c1ccc(C(F)(F)F)cc1	i	-6%	0%	0.8	1.7%	-26%	1%	1%	?
COc1ccc(NC(=O)CN(C)C(=O)c2ccc3ccccc3c2)cc1	i	15%	10%	-0.5	-0.1%	7%	-7%	7%	2%

(listing goes on)
SMILES	ATXN viability	Nrf2 block	EPAC2 agonist	IL2 activator	Nrf2 ARE act	HepG2 viability	TGFb SMAD3 inh	A549 tox	ATXN2 expr inh
CCN(C(=O)c1cc2c(=O)[nH]c3ccc(C)cc3c2s1)c1ccc(F)cc1	i	-22%	-15%	-4.0	2.4%	-21%	-12%	-6%	-14%
CCOc1ccc(C2=CC(c3cc(Br)ccc3F)n3ncnc3N2)cc1Cl (stereo not given)	nt	nt	nt	nt	0.2%	-12%	-6%	9%	12%
COc1ccc(NC(=O)NNC(=O)c2cc(C3CC3)nc3ccccc23)c(OC)c1	i	-15%	17%	1.6	1.9%	-21%	4%	2%	6%
O=C(CCNC(=O)c1ccccc1Cl)NCCc1ccc(C(F)(F)F)cc1	i	-19%	-3%	0.5	0.3%	15%	-2%	-9%	-9%
COc1ccc(NC(=O)COC(=O)CC2CCCC2)cc1	i	-1%	5%	-0.3	-0.4%	5%	3%	1%	-5%
CC(=O)N(CCC1(C(C)C)CCOC(C)(C)C1)C(C)c1cccs1 (stereo not given)	i	-2%	0%	3.6	0.1%	-23%	?	-4%	-14%
COc1cccc(-c2nc3c(C#N)c[nH]n3c2NC2CCCC2)c1OC	?	?	nt	nt	0.6%	-16%	-7%	-13%	-8%
Cc1cccc(CN2CCN(CC(=O)NCc3ccc(Cl)cc3)C2=O)c1	i	3%	nt	nt	-0.6%	-9%	?	6%	-9%
Cc1ccc([C@@H]2C[C@H]3[C@@H](CN2S(=O)(=O)c2ccc(Cl)cc2)C(=O)C[C@@H](c2ccccc2)N3S(=O)(=O)c2ccc(C)cc2)cc1	i	nt	11%	-1.1	-0.7%	-17%	10%	nt	-3%
Cc1ccc(NC(=O)N2CCc3cc(S(=O)(=O)N4CCC(C)CC4)ccc32)cc1C	nt	16%	nt	nt	3.0%	-10%	nt	9%	nt
N#C/C(=C\c1cccc([N+](=O)[O-])c1)C(=O)NCc1cccnc1	?	1%	-7%	0.6	7.2%	-8%	-6%	-8%	-6%
C[C@H](CO)N1C[C@H](C)[C@@H](CN(C)C(=O)c2ccccc2)OCc2cnnn2CCCC1=O	i	nt	6%	-4.3	0.3%	11%	14%	nt	2%
CC(=O)N1CCCC(C(=O)c2ccc3c4c(cccc24)CC3)C1 (stereo not given)	i	0%	3%	-1.8	3.0%	-14%	-26%	-11%	nt
O=C(Nc1nnc([C@@H]2C[C@H](O)[C@@H](CO)O2)s1)c1cccc(OC(F)(F)F)c1	i	nt	0%	-0.6	?	-4%	-12%	nt	20%
CCc1cc2c(SCC(=O)c3cccs3)ncnc2s1	i	4%	11%	-4.1	?	-33%	-4%	3%	4%
COc1ccccc1/C=C/C(=O)c1ccc(NC(C)=O)cc1	?	?	7%	-5.1	?	-18%	?	-17%	?
COc1ccc(C(=O)NNC(=O)CSc2nnc(COc3ccccc3)n2C)cc1	i	-11%	6%	0.5	-0.7%	1%	10%	-9%	1%
CCOC(=O)C1CCN(C(=O)Nc2ccc(OC)c(OC)c2)CC1	i	19%	-5%	1.9	0.1%	-17%	-10%	5%	4%
NC(=O)CC(NC(=O)c1ccccc1)c1ccc(NCCc2cccc(F)c2)c([N+](=O)[O-])c1 (stereo not given)	?	?	4%	0.9	0.4%	-15%	-12%	-15%	-14%
COc1ccc(NC(=O)c2sc3nc(C)nc(N4CCN(c5ccccn5)CC4)c3c2C)c(OC)c1	i	?	-8%	-2.4	1.7%	-2%	1%	-1%	-4%
Cc1ccc2c(=O)cc(C(=O)Nc3nnc(CC(C)C)s3)oc2c1C	i	18%	nt	nt	0.2%	3%	1%	13%	-1%
Cc1c(C(=O)N2CCC(C(=O)Nc3ccc(F)cc3)CC2)sc2nc[nH]c(=O)c12	nt	nt	nt	nt	0.8%	-16%	-27%	-2%	nt
COCCNC(=O)c1c(CSc2ccc(Cl)cc2)noc1C(=O)NCc1ccccc1	i	-13%	6%	0.6	5.0%	-21%	-6%	-1%	-18%
CC(C)Cn1c(CN2CCN(C(=O)c3ccco3)CC2)nc2c1c(=O)n(C)c(=O)n2C	i	-2%	13%	-1.8	-0.6%	3%	-7%	4%	nt
COc1ccc(C2c3c(-c4ccccc4O)n[nH]c3C(=O)N2CCc2ccccc2)cc1 (stereo not given)	nt	?	nt	nt	-3.6%	-97%	?	-9%	nt
CCOc1ccc(NC(=O)C(CC)n2c(=O)c(-c3ccccc3NC(C)=O)nc3ccccc32)cc1 (stereo not given)	?	?	nt	nt	7.8%	-26%	-26%	10%	-39%
CCOC(=O)C1=C(C)NC(=O)C1(NC(=O)c1cccnc1)C(F)(F)F (stereo not given)	i	?	4%	-1.3	0.2%	-13%	2%	-19%[1.84 µM]	1%
CN(CC#CCC(c1ccccc1)c1ccccc1)C(C)(C)C	?	nt	3%	-2.2	-1.2%	-37%	-5%	-7%	0%

Whole records from above:
Results for `COc1ccc(NC(=O)NNC(=O)c2cc(C3CC3)nc3ccccc23)c(OC)c1` = ATXN viability = i; Nrf2 block = -15%; EPAC2 agonist = 17%; IL2 activator = 1.6; Nrf2 ARE act = 1.9%; HepG2 viability = -21%; TGFb SMAD3 inh = 4%; A549 tox = 2%; ATXN2 expr inh = 6%
Results for `CC(=O)N1CCCC(C(=O)c2ccc3c4c(cccc24)CC3)C1` (stereo not given) = ATXN viability = i; Nrf2 block = 0%; EPAC2 agonist = 3%; IL2 activator = -1.8; Nrf2 ARE act = 3.0%; HepG2 viability = -14%; TGFb SMAD3 inh = -26%; A549 tox = -11%; ATXN2 expr inh = nt
